GPR151 activ: activators of human GPR151, primary screen, cell-based, PathHunter beta-arrestin, luminescence; PathHunter beta-arrestin GPR151 cells; activation, % at 11.2 µM; 1% of 650,000 active; in the data active = activation above about 4.9%;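 note: 0% = median of compound wells and 100% = cells with positive control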
Target sequence (Q8TDV0 whole entry, looked up): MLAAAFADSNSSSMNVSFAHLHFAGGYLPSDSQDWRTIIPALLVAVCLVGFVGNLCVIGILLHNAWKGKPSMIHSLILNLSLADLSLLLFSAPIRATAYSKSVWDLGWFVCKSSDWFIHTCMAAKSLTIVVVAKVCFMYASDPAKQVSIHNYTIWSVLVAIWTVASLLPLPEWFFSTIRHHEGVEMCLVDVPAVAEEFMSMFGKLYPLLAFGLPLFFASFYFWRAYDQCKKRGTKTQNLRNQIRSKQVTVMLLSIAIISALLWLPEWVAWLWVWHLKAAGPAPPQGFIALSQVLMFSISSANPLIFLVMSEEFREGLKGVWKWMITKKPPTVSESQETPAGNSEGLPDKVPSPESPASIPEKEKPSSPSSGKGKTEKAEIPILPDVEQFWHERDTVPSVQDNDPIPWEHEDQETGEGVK
TEAD-YAP block: TEAD-YAP interaction inhibition, primary screen, TEAD-YAP interaction inhibitor project, luminescence, HEK-TIYL cells. TEAD-Gal4/YAP UAS-luciferase luminescence. 1.4% of 640,000 active. inhibition, % at 9.12 µM. AID 1259422, 2018; in the data active = inhibition above about 32%;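 note: 0% = median of test compound wells and 100% = reference inhibitor wells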
MITF inh: MITF inhibitors, primary screen, biochemical, AlphaScreen, human; AlphaScreen MITF homodimerization, bead proximity signal; AID 1259374, 2018; Microphthalmia-associated transcription factor (Homo sapiens), O75030; 0.91% of 650,000 active; inhibition, % at 2.6 µM; in the data active = inhibition above about 50%;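 note: 0% = vehicle wells with protein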
FBW7 activator: FBW7 E3 ligase activators, primary screen, biochemical, AlphaScreen, human; normalized activity (activation), % at 26.1 µM; AlphaScreen FBW7–phospho-cyclin E peptide binding, activator screen; 0.13% of 650,000 active; F-box/WD repeat-containing protein 7 (Homo sapiens), Q969H0; in the data active = normalized activity above about 1.9%;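 note: purified mutant Fbw7 with reduced substrate affinity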
Target sequence (Q969H0 whole entry, looked up): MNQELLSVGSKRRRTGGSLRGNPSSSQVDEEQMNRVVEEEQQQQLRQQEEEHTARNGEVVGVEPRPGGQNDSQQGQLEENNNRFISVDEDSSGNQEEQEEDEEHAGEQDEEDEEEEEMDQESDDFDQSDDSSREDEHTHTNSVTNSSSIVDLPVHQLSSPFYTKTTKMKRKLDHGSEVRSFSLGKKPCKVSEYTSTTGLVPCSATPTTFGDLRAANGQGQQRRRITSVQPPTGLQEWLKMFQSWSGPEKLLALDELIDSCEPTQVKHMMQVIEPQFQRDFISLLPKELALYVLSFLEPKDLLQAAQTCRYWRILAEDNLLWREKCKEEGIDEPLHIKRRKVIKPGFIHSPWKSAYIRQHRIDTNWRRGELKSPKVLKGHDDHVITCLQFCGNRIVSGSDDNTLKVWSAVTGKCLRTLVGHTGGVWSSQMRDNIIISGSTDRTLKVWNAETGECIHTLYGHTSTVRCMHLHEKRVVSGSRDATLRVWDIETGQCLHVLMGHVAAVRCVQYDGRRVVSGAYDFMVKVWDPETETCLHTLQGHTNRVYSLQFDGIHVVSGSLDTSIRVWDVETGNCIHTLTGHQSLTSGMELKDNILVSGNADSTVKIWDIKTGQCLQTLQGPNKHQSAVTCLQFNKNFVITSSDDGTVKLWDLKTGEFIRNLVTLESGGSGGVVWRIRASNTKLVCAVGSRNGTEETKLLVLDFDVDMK
An asterisk follows results filed as active.

1) O=C1N=c2ccc(Cl)cc2=C1c1sc(N2CCCCCC2)nc1O
2) O=c1[nH]cc(S(=O)(=O)N(Cc2ccccc2)Cc2ccccc2)c(=O)[nH]1
3) COC(=O)CSc1nc2c(c(=O)[nH]c(=O)n2C)n1CC(O)COc1ccccc1C (stereo not drawn)
4) CNC(=O)/C(=C\c1ccc([N+](=O)[O-])cc1)NC(=O)c1ccco1
5) COc1ccc(NC(=O)C2=C(C)NC(=O)NC2c2ccccc2Cl)c(OC)c1 (stereo not drawn)
6) O=C(NCc1ccccc1)c1cn[nH]c1C(F)(F)F
7) O=C(CN1C(=O)CCSc2ccccc21)NCCC1=CCCCC1
8) COc1ccc(CCNC(=O)CCCn2c(=S)[nH]c3cc4c(cc3c2=O)OCO4)cc1OC

compound no. | 1 | 2 | 3 | 4 | 5 | 6 | 7 | 8
GPR151 activ | 1.4 | 0.8 | -0.6 | 0.2 | 0.4 | -1.1 | 0.8 | 0.2
TEAD-YAP block | -33 | -7 | -1 | 3 | 4 | -1 | 7 | 4
MITF inh | 22 | -4 | -9 | 9 | 3 | 4 | 2 | 13
FBW7 activator | -0.2 | 0.1 | -0.1 | 0.0 | 0.3 | 0.2 | 0.0 | 0.1

9) CC(C)CCN1CCN2C(=O)[C@H](CC(C)C)NC(=O)[C@H]2C1
10) CCOC(=O)Nc1ccc(NC(=O)Cc2ccccc2)cc1
11) O=C(NCCCN1CCOCC1)c1cc(COc2ccc(F)cc2F)on1
12) O=C(COc1ccc(Cl)cc1Br)NC1CC1
13) O=C(NC1CC1)c1c(O)c2cccc3c2n(c1=O)CC3
14) O=C(O)/C=C/c1cn(-c2ccccc2)nc1-c1cccc([N+](=O)[O-])c1
15) CCOC(=O)N1CCN(C(=O)c2c[nH]c3ccc(S(=O)(=O)N4CCOCC4)cc3c2=O)CC1
16) NC(=O)c1ccc(Oc2nccc(-c3ccccc3)n2)cc1

compound no. | 9 | 10 | 11 | 12 | 13 | 14 | 15 | 16
GPR151 activ | -0.9 | -0.8 | -1.3 | 0.4 | -1.2 | 5.3* | 0.6 | -0.2
TEAD-YAP block | -7 | -6 | 7 | -26 | -31 | 13 | -2 | -37
MITF inh | 11 | 12 | 22 | 6 | 3 | 15 | 4 | 11
FBW7 activator | 0.0 | 0.2 | 0.0 | 0.1 | -0.1 | 0.1 | -0.2 | 0.5

17) Cc1nc2nc[nH]n2c(=O)c1NS(=O)(=O)c1ccc(Cl)c(Cl)c1
18) C=CCN1C(=O)/C(=C\c2cc(C)n(-c3ccc(F)cc3)c2C)C(C(=O)OC)=C1C
19) COc1cc(Nc2cc(C(=O)NCc3ccccc3)ccn2)cc(OC)c1OC
20) CCOC(=O)c1nc(Nc2ccc(N3CCCC3)cc2)c2ccccc2n1
21) COc1ccc(Nc2nnc(SCC(=O)c3c(C)[nH]c4ccccc34)s2)cc1
22) CC1(C)N=C(c2ccccc2)C(=S)N1C(=O)c1ccc(F)cc1
23) O=C(Nc1cccc2ccccc12)C(=S)N1CCCCC1
24) CC(=O)Nc1ccc(Nc2cc(C)nc(Nc3nccc4ccccc34)n2)cc1

compound no. | 17 | 18 | 19 | 20 | 21 | 22 | 23 | 24
GPR151 activ | 0.1 | 0.4 | 3.4 | 0.3 | -0.7 | -1.0 | 4.1 | 3.8
TEAD-YAP block | -7 | -17 | 11 | -8 | -18 | -4 | -3 | 65*
MITF inh | -4 | 1 | 14 | 14 | -1 | 4 | 1 | 4
FBW7 activator | -0.1 | -0.2 | 0.4 | -0.1 | 0.0 | -0.2 | -0.1 | -0.1

25) CN(Cc1ccccc1)C(=O)CCC1CCN(C(=O)C2CCCN(C(N)=O)C2)CC1 (stereo not drawn)
26) O=[N+]([O-])c1ccc2nc3c(c(-c4ccccc4)c2c1)CNCC3
27) Cc1ccn2c(-c3csc(Nc4ccccc4Cl)n3)c(C)nc2c1
28) NC(=O)Cc1nc(-c2ccccc2)cs1
29) CC12CCC3C(CCC4C(C)(C(=O)O)CCCC34C)(CC1=O)C2 (stereo not drawn)
30) O=C(Nc1ccc2[nH]ncc2c1)[C@H]1C[C@H](O)CN1C(=O)c1ccc(Cl)cc1
31) CC1CCCCN1S(=O)(=O)c1ccc(NC(=O)CSc2ncccc2C(=O)O)cc1 (stereo not drawn)
32) CCC(C)C(=O)N1CCN(c2cccc(Cl)c2)CC1 (stereo not drawn)

compound no. | 25 | 26 | 27 | 28 | 29 | 30 | 31 | 32
GPR151 activ | 0.0 | 0.9 | -1.6 | -1.1 | 0.0 | -0.2 | -1.2 | -1.1
TEAD-YAP block | -3 | 3 | -19 | -14 | 3 | -3 | 7 | 10
MITF inh | 4 | 6 | -4 | 0 | -9 | 7 | 24 | 23
FBW7 activator | 0.0 | 0.0 | 0.0 | 0.1 | 0.0 | 0.0 | 0.3 | 0.0

33) COc1cc(C2C3=C(CCCC3=O)Nc3nc(-c4cccc(C)c4)nn32)cc(OC)c1OC (stereo not drawn)
34) CCCN(CCC)CCNC(=O)C1c2cc(OC)c(OC)cc2C(=O)N(C)C1c1ccc(OC)c(OC)c1 (stereo not drawn)
35) COc1ccc(S(=O)(=O)N2CCOCC2)cc1C(=O)NCc1ccc2c(c1)OCO2
36) C/C(=N\Nc1ccc(S(=O)(=O)N2CCOCC2)cc1[N+](=O)[O-])c1cc2ccccc2o1
37) O=C(Nc1cccnc1)c1ncoc1-c1ccc(F)cc1
38) Cc1ccc(OCCc2c(C)n[nH]c2C)cc1C
39) CC1CN(CCOc2ccccc2-c2ccccc2)CC(C)O1 (stereo not drawn)
40) Cc1cccc(-c2nc(-c3ccccc3)c(-c3ccc(Cl)cc3)[nH]2)c1

compound no. | 33 | 34 | 35 | 36 | 37 | 38 | 39 | 40
GPR151 activ | 0.0 | -1.7 | -1.8 | 2.1 | -0.3 | 0.3 | 1.1 | -1.3
TEAD-YAP block | 16 | -8 | 8 | 4 | -12 | 6 | 7 | -7
MITF inh | -14 | 7 | 14 | 6 | 15 | -1 | 39 | 6
FBW7 activator | 0.0 | -0.2 | 0.5 | 0.0 | 0.1 | -0.1 | -0.1 | 0.0

41) Cc1cccc2cc(CN(C(=O)Nc3ccccc3F)C3CCCC3)c3nnnn3c12
42) COc1cc(OC)cc(-c2nnc(Nc3nc4c(F)cccc4s3)o2)c1
43) Clc1ccc(OCCN2CCCC2)c2ccccc12
44) Nc1ncc(Br)cc1S(=O)(=O)N1CCCCCC1
45) O=C1N[C@@H](Cc2c[nH]c3ccccc23)C(=O)N2CCN(C(=O)Oc3ccccc3)C[C@H]12
46) COc1ccc(C(=O)N2c3ccccc3N3C(c4c(C)c(C)c(Cl)c(C)c4C)=NON23)cc1
47) Cc1cc(/C=C2\C(=O)N(C)c3ccccc32)c(C)n1C
48) O=[N+]([O-])c1cccc(S(=O)(=O)N2CCc3ccccc32)c1

compound no. | 41 | 42 | 43 | 44 | 45 | 46 | 47 | 48
GPR151 activ | -0.3 | -0.6 | 1.5 | 0.1 | -0.3 | 0.9 | 0.5 | 0.5
TEAD-YAP block | -5 | -1 | -7 | -3 | 8 | 9 | -15 | 32*
MITF inh | -6 | 10 | 53* | -3 | 5 | -1 | -5 | 3
FBW7 activator | 0.0 | 0.3 | -0.2 | -0.1 | 0.0 | 0.1 | -0.1 | -0.4

Structures from the list above that have bromine (2):
12) O=C(COc1ccc(Cl)cc1Br)NC1CC1
44) Nc1ncc(Br)cc1S(=O)(=O)N1CCCCCC1

compound no. | 12 | 44
GPR151 activ | 0.4 | 0.1
TEAD-YAP block | -26 | -3
MITF inh | 6 | -3
FBW7 activator | 0.1 | -0.1

(further entries)
49) O=C(NC1(C(F)(F)F)N=C2SCCN2C1=O)c1ccccc1 (stereo not drawn)
50) CCC(NS(=O)(=O)c1ccc(Cl)cc1)C(=O)O (stereo not drawn)
51) CN(C)CCNC(=O)C(=O)NCC1OCCCN1S(=O)(=O)c1ccc(F)cc1 (stereo not drawn)
52) Cc1cc(/C=C2\C(=O)NC(=O)N(c3ccc4c(c3)OCO4)C2=O)c(C)n1-c1ccc(F)cc1
53) CC(C)(C)NC(=O)C1N(C2CCCC2)C(=O)C2C(C(=O)NC3CCCC3)C3(C)C=CC21O3 (stereo not drawn)
54) CSc1ccccc1C(=O)Nc1sc2c(c1C#N)CCN(C(C)=O)C2
55) N#CCSc1nc2ccsc2c(=O)n1CCCC(=O)NCCc1ccc(S(N)(=O)=O)cc1
56) COc1ccccc1Cn1c(SCc2cccnc2)nc2c(sc(=S)n2-c2ccc(C)c(C)c2)c1=O

compound no. | 49 | 50 | 51 | 52 | 53 | 54 | 55 | 56
GPR151 activ | 1.0 | -1.3 | -0.1 | 0.1 | 0.4 | -2.2 | -0.4 | 0.6
TEAD-YAP block | 3 | 6 | 12 | 14 | -2 | 46* | 2 | -6
MITF inh | 1 | 0 | 8 | 2 | -15 | -8 | -1 | 6
FBW7 activator | 0.2 | 0.1 | 0.1 | -0.3 | 0.0 | 0.0 | -0.1 | -0.4

57) CCc1ccc(CNC(=O)C2CCC(=O)N2C2CCCCC2)cc1 (stereo not drawn)
58) CCN(CC)C(=O)CN(c1cc(C(F)(F)F)ccc1Cl)S(C)(=O)=O
59) CC1CCCCC1NC(=O)c1nnc2n(c1=O)CCN2c1ccc(F)cc1 (stereo not drawn)
60) Cc1ccc(Cn2c(N3CCNCC3)nc3c2c(=O)n(C)c(=O)n3C)cc1
61) Cc1cccc(C)c1OCC(O)CN1CC(C)OC(C)C1 (stereo not drawn)
62) Nn1c(SCC(=O)Nc2ccc(OC(F)F)cc2)nnc1C(F)(F)F
63) CC(C)OCCCNC(=O)c1ccc2c(c1)N(C)CCS2
64) CC[n+]1c(/C=C/N(C)c2ccccc2)sc2cc(NC(C)=O)ccc21

compound no. | 57 | 58 | 59 | 60 | 61 | 62 | 63 | 64
GPR151 activ | -0.3 | 2.4 | -0.2 | 0.7 | 0.7 | -0.4 | -0.8 | -0.1
TEAD-YAP block | -1 | -5 | 4 | 4 | 7 | 0 | -29 | 8
MITF inh | -24 | -2 | -3 | -1 | -2 | 7 | -7 | -5
FBW7 activator | 0.0 | 0.1 | 0.1 | 0.0 | -0.1 | 0.0 | 0.1 | -0.2

65) COc1ccc(CCN2C(=O)CCC2CCNCc2cc3c(cc2Cl)OCO3)cc1 (stereo not drawn)
66) CCOCc1nnc(NC(=O)C(Sc2ccccc2)c2ccccc2)s1 (stereo not drawn)
67) CCCOC(=O)c1ccc(NC(=O)c2ccc(F)cc2)cc1
68) COC(=O)C1=C(C)NC2=C(C(=O)c3ccccc32)C1c1cc2c(cc1Cl)OCO2 (stereo not drawn)
69) O=C(Nc1nnc(-c2ccccc2SCc2ccc(Cl)cc2)s1)c1ccc(F)cc1
70) Cc1ccc(/C(N)=N/OC(=O)CSc2ccccc2)cc1
71) CCOC(=O)C(Sc1nc2c(c(=O)[nH]1)CCCC2)c1ccccc1 (stereo not drawn)
72) Cc1cccc(NC(=O)Cn2cnc3c(cnn3-c3ccc(C)c(C)c3)c2=O)c1

compound no. | 65 | 66 | 67 | 68 | 69 | 70 | 71 | 72
GPR151 activ | -0.8 | 2.8 | -1.3 | -0.3 | -0.6 | -1.5 | 1.2 | 0.0
TEAD-YAP block | -3 | -1 | -5 | 3 | -1 | -49 | 14 | 7
MITF inh | 14 | 24 | -8 | 10 | -7 | 9 | 14 | 19
FBW7 activator | 0.5 | 0.1 | -0.1 | -0.1 | 0.0 | 0.7 | 0.6 | 0.8

73) COc1ccc(S(=O)(=O)N2CCCOC2CNC(=O)C(=O)NCc2cccnc2)cc1 (stereo not drawn)
74) O=C(O)c1[nH]c2ccccc2c1CC(=O)N1CCN(c2ccc([N+](=O)[O-])cc2)CC1
75) COc1cccc(CN2CCc3nc4nc(N)ccc4cc3C2)c1
76) CCOC(=O)C1=C(C)NC2=C(C(=O)CC(C)(C)C2)C1c1ccc(OCc2ccccc2)c(OC)c1 (stereo not drawn)
77) O=C(NCc1ccco1)c1ccc(N2CC3CC(C2)c2cccc(=O)n2C3)c(NC(=O)c2cccs2)c1 (stereo not drawn)
78) Nc1c(-c2ccccc2)nnc(-c2ccccc2)c1N
79) C=C(C)CN(CC)CCC(=O)Nc1ccccc1Cl
80) Nc1ccc2sc(CCCc3nc4cc(N)ccc4s3)nc2c1

compound no. | 73 | 74 | 75 | 76 | 77 | 78 | 79 | 80
GPR151 activ | 4.2 | 0.8 | 0.2 | -0.4 | -0.4 | -0.6 | -0.4 | -1.8
TEAD-YAP block | -2 | 4 | 5 | 3 | -2 | -11 | -1 | -10
MITF inh | -1 | -2 | 18 | 7 | -1 | -4 | 28 | 15
FBW7 activator | 1.3 | 0.3 | -0.1 | 0.1 | -0.1 | -0.5 | 1.4 | 0.4

81) CCC1Sc2cc(S(=O)(=O)CCC(=O)Nc3cc(C)ccc3C)ccc2NC1=O (stereo not drawn)
82) Cc1ccc(CN2CC(C(=O)Nc3nc(C)cs3)CC2=O)cc1 (stereo not drawn)
83) COc1ccc(NC(=O)c2ccccc2NC(=O)Cc2ccc(F)cc2)cc1
84) O=C(c1ccc(Oc2ccccc2)cc1)C1CCCN(C(=O)Cn2cnnn2)C1 (stereo not drawn)
85) O=C(O)c1cccc(Nc2nc3ccc(Cl)cc3n3cnnc23)c1
86) COc1ccc(C(=O)N/C(=C/c2ccc([N+](=O)[O-])cc2)C(=O)Nc2ccc(OC)c(Cl)c2)c(Cl)c1
87) COCCn1nnnc1C(c1cccc(C(F)(F)F)c1)N1CCC(O)CC1 (stereo not drawn)

compound no. | 81 | 82 | 83 | 84 | 85 | 86 | 87
GPR151 activ | 0.5 | 1.0 | 0.6 | -1.1 | 1.5 | -0.5 | 0.5
TEAD-YAP block | 1 | 10 | 0 | 1 | -10 | 3 | 4
MITF inh | -12 | 8 | 8 | 9 | -4 | -14 | -3
FBW7 activator | -0.1 | -0.1 | 0.2 | 0.3 | 0.0 | -0.2 | 0.1
